GlmU inhibition = inhibition of mycobacterial GlmU enzyme – biochemical, glucosamine-1-phosphate acetyltransferase (AID 1376) | Bifunctional protein GlmU (Mycobacterium tuberculosis (strain ATCC 25618 / H37Rv)) | M. tuberculosis GlmU acetyltransferase enzyme assay; higher % means a stronger effect | inhibition, %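 (tested at 30 µM in the primary screen)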, or IC50 in µM where a hit was titrated | 220,000 compounds, 0.25% hits; in the data active means inhibition above about 13%;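 further: 0% = complete reaction with vehicle and 100% = reaction without substrate; strong numbers were not always called active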
RmlCD inh 1536 = M. tuberculosis RmlC/RmlD coupled enzyme inhibitors, primary screen, biochemical, compound mixtures, 384-well, from 1536-well plates; RmlC+RmlD coupled enzyme assay, percent inhibition; primary screen in compound mixtures; inhibition, % at 3.6 µM; 160,000 compounds, 0.03% hits; in the data active means inhibition mostly above about 34%, no sharp cut-off; further: some results filed as inactive read as strong as hits
Target sequence (P9WH09 whole entry, looked up): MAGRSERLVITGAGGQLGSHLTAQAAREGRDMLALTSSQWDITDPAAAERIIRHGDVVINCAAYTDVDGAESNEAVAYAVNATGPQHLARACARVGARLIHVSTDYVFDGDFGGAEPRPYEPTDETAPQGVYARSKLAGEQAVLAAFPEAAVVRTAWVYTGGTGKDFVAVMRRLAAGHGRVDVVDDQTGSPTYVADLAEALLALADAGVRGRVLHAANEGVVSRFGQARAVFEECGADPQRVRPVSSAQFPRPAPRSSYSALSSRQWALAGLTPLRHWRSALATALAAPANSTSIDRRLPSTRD
Target sequence (P9WH11 whole entry, looked up): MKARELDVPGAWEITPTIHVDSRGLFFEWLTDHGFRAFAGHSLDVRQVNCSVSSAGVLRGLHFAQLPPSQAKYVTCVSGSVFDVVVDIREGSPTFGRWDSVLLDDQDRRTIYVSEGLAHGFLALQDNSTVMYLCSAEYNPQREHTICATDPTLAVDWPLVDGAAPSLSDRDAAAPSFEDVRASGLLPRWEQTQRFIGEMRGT
* = called active by the depositor; / = no result given. An excerpt (hit frequency here may not be typical).

SMILES | GlmU inhibition | RmlCD inh 1536
O=C(CC1NCCNC1=O)Nc1cc(Cl)cc(Cl)c1 (configuration not stated) | 2.0% | 2
CCOC(=O)CCCC(=O)N1CCOCCOCCOCC1 | 1.0% | -8
CC(NS(C)(=O)=O)C(c1cccs1)N1CCN(C)CC1 (configuration not stated) | 2.9% | 11
Cc1nnc(SCC(=O)NCc2ccccc2)n1-c1ccccc1 | 2.2% | /
Cc1ccc(NC(=S)N(CCN(C)C)C(C)c2cccnc2)c(C)c1 (configuration not stated) | -5.0% | 7
Cn1c(=O)c2c(nc(CN3CCCCC3)n2CCc2ccccc2)n(C)c1=O | 2.0% | /
CCOC(=O)C1=c2s/c(=C\c3cccnc3)c(=O)n2C(N)=C(C(=O)OC)C1c1cccnc1 (configuration not stated) | 6.3% | 5
Cc1ccc(N(C(=O)Cc2c[nH]c3ccccc23)C(C(=O)NC2CCCCC2)c2ccco2)cc1 (configuration not stated) | 3.7% | 3
COC(=O)c1c(NC(=O)CN2CCN(S(=O)(=O)c3ccccc3[N+](=O)[O-])CC2)sc2c1CCC(C)C2 (configuration not stated) | 1.7% | 4
CCOc1ccc(C2C(C(=O)O)c3ccccc3C(=O)N2CCN2CCOCC2)cc1 (configuration not stated) | -1.1% | /
CC(=O)NC(Cc1ccc(F)cc1)C(=O)NC1CCN(c2nnnn2-c2ccccc2)CC1 (configuration not stated) | -0.8% | /
COc1cc(OC)c(C2=NOC(C(=O)N3CCN(C(=O)c4ccco4)CC3)C2)cc1Cl (configuration not stated) | 5.3% | -4
O=C(NCCc1ccccc1)c1ccc(Cl)c([N+](=O)[O-])c1 | -5.3% | -17
CCN(CC)c1ccc(NC(=O)c2cncc(Br)c2)cc1 | -2.0% | -1
O=C(CNC(=O)c1ccccc1)NCCO | 4.6% | 5
CC1(C)c2[nH]c3ccccc3c2C[C@@H]2C(=O)N(Cc3ccc(F)cc3)C(=O)N21 | -1.3% | /
CC(C)N1CCN(Cc2nc3ccccc3s2)CC1CCO (configuration not stated) | -3.1% | 8
CN(C)CCNC(=O)C1CC(=O)N(c2ccc(F)c(Cl)c2)C1 (configuration not stated) | 28% | 8
Cc1ccc2nc(Nc3nc(-c4ccccc4)cc(=O)[nH]3)nc(C)c2c1 | -6.4% | -5
COc1cc(C2Nc3ccccc3C(=O)N2NS(C)(=O)=O)ccc1O (configuration not stated) | 1.6% | 7
O=C(O)CC(NCc1ccco1)C(=O)Nc1cccc(O)c1 (configuration not stated) | 0.4% | -8
O=C(CSC(=S)N1CCOCC1)Nc1nc(=O)c2ccccc2s1 | -3.1% | 5
O=C(OCCCc1ccncc1)c1ccc(S(=O)(=O)N2CCOCC2)cc1 | -3.0% | 84
CC(C)CCNC(=O)Cc1ccccc1[N+](=O)[O-] | 4.0% | -11
CCCC(NCC(O)COc1ccc(-c2ccccc2)cc1)c1ccccc1 (configuration not stated) | -1.8% | 3
COC(=O)C1=C(C(=O)OC)C2(OC1c1ccc(Br)cc1)C(=O)c1ccccc1C2=O (configuration not stated) | -4.1% | -12
CCN(CC)C(=O)CSc1nc2cc3c(cc2c(=O)n1CCCC(=O)NCc1ccc(OC)cc1)OCO3 | 2.3% | -13
CCCc1cc(=O)[nH]c(SCc2ccccc2)n1 | 0.6% | 3
Cc1ccc(CN2CCN(Cc3cccc(C)n3)CC2CCO)cc1 (configuration not stated) | -3.1% | -1
COc1ccc(Cc2n[nH]c(=O)c3ccccc23)cc1OC | 2.0% | 11
O=C(Nc1cc(S(=O)(=O)N2CCCCC2)ccc1O)c1ccccc1NS(=O)(=O)c1ccc(F)cc1 | 11% | 6
O=C(Nc1c(-c2cccs2)nc2ccccn12)c1ccc2ccccc2c1 | 19% | 8
O=C(Nc1ccc(CN2CCOCC2)cc1)c1ccc(-c2ccc(Br)cc2)o1 | 3.0% | -11
CNCc1ccccc1Sc1cccc2ccccc12 | -11% | -12
COc1ccccc1NC(=O)C(=O)NCc1ccncc1 | 8.3% | -8
O=C(N/N=C\c1cccnc1)C1c2ccccc2Oc2ccccc21 | 4.8% | 5
CCOC(=O)c1c(C)oc2c1cc(O)c1ccccc12 | -3.3% | 0
Cc1nc(N2CCOCC2)[nH]c(=O)c1C | 7.2% | 2
CCOc1cc(C(=O)NC2=NCCS2)cc(OCC)c1OCC | 0.6% | -4
COCCCNC(=O)C1CC(=O)N(Cc2ccc(OC)cc2)C1 (configuration not stated) | 1.3% | 2
Cc1ccc(C(=O)CSc2nnc(-c3ccncc3)n2C)cc1 | 2.7% | -9
CCCCOCP(=O)(CC)COCCCC | -3.0% | 7
Cc1cnc(C(=O)OCC(=O)NC2CCCCC2)cn1 | -2.7% | /
CCC(CO)NCC#Cc1ccccc1 (configuration not stated) | -2.8% | -14
COc1ccccc1N1CCN(c2cnccn2)CC1 | -2.1% | -1
CCOC(=O)C1CCN(c2c(NCc3ccc(C(=O)N(C)Cc4ccccc4)cc3)c(=O)c2=O)CC1 | 2.1% | 47
O=Cc1ccc(OC(=O)c2cc(Cl)nc3ccccc23)cc1 | 8.1% | 20
CCCCc1ccc(NC(=S)NCCc2ccc(F)cc2)cc1 | -2.0% | -12

Sorted by length of the SMILES (descending): some entries from above.
SMILES | GlmU inhibition | RmlCD inh 1536
O=C(Nc1cc(S(=O)(=O)N2CCCCC2)ccc1O)c1ccccc1NS(=O)(=O)c1ccc(F)cc1 | 11% | 6
CCOC(=O)C1CCN(c2c(NCc3ccc(C(=O)N(C)Cc4ccccc4)cc3)c(=O)c2=O)CC1 | 2.1% | 47
O=C(Nc1ccc(CN2CCOCC2)cc1)c1ccc(-c2ccc(Br)cc2)o1 | 3.0% | -11
O=C(Nc1c(-c2cccs2)nc2ccccn12)c1ccc2ccccc2c1 | 19% | 8
O=C(N/N=C\c1cccnc1)C1c2ccccc2Oc2ccccc21 | 4.8% | 5
COCCCNC(=O)C1CC(=O)N(Cc2ccc(OC)cc2)C1 (configuration not stated) | 1.3% | 2
COc1ccc(Cc2n[nH]c(=O)c3ccccc23)cc1OC | 2.0% | 11
CCOc1cc(C(=O)NC2=NCCS2)cc(OCC)c1OCC | 0.6% | -4
CCCCc1ccc(NC(=S)NCCc2ccc(F)cc2)cc1 | -2.0% | -12
CCOC(=O)c1c(C)oc2c1cc(O)c1ccccc12 | -3.3% | 0
Cc1cnc(C(=O)OCC(=O)NC2CCCCC2)cn1 | -2.7% | /
COc1ccccc1NC(=O)C(=O)NCc1ccncc1 | 8.3% | -8
CCCc1cc(=O)[nH]c(SCc2ccccc2)n1 | 0.6% | 3
COc1ccccc1N1CCN(c2cnccn2)CC1 | -2.1% | -1
Cc1nc(N2CCOCC2)[nH]c(=O)c1C | 7.2% | 2
CNCc1ccccc1Sc1cccc2ccccc12 | -11% | -12
CCCCOCP(=O)(CC)COCCCC | -3.0% | 7
CCC(CO)NCC#Cc1ccccc1 (configuration not stated) | -2.8% | -14

Other records follow:
SMILES | GlmU inhibition | RmlCD inh 1536
OCC1(O)OC[C@@H](O)[C@H]1O (some centres not stated) | -2.7% | /
CCOC(=O)c1sc2cc([N+](=O)[O-])cc(SCC(C)C)c2c1N | 3.0% | -9
C=CCOC(=O)C1C(=O)CC(C)(O)C(C(=O)OCC=C)C1c1ccc(OCC)cc1 (configuration not stated) | -0.2% | /
Cc1oc2c(c1C(=O)NCc1cc(C(=O)O)co1)CCCC2 | 0.8% | 10
CCOC(=O)c1sc(-c2ccc(OC)cc2)cc1N | -0.2% | -6
CCCCc1c(C)[nH]c(=S)[nH]c1=O | 1.6% | /
CC1(C)C2CC=C(/C=N/n3cnnc3)C1C2 (configuration not stated) | 1.3% | /
CC(C)CC(=O)N1CCN(Cc2ccc3c(c2)OCO3)CC1 | -0.5% | /
c1ccc2c3c([nH]c2c1)C1(CCNCC1)NCC3 | / | -7
Cc1ccc([N+](=O)[O-])cc1S(=O)(=O)NCCc1cn2ccccc2n1 | 3.4% | 8
Cc1ccc(Cl)cc1NC(=O)c1ccccc1OCC(=O)Nc1ccc(Cl)cc1 | 3.0% | 54
Cc1ccc(-c2cc(=O)c3ccc(Cl)cc3[nH]2)cc1 | -0.8% | /
CN(C)CCN1C(=O)C(=O)/C(=C(/O)c2ccccc2)C1c1ccccc1F (configuration not stated) | 8.1% | /
CC(c1ccccc1)(c1ccccc1)c1ccncc1 | -0.8% | -8
CCSc1nnc(NC(=O)[C@@H](NC(=O)c2ccccc2F)C(C)C)s1 | 0.5% | -7
CCOc1c(Cl)cc(CNC(C)(C)CC(C)(C)C)cc1OC | 0.6% | /
O=c1c2ccccc2nc(SCc2nnc(-c3ccccc3Br)o2)n1-c1ccccc1 | 0.0% | 17
CCOc1ccc(CCNC(=O)CSc2nnnn2C)cc1OCC | -7.2% | 16
CCOC(=O)C1CCCN(Cc2ccccc2C)C1 (configuration not stated) | -4.0% | /
Oc1c(Cl)cc(Cl)cc1CN1CCN(Cc2ccccc2)CC1 | 1.0% | /
CCCC(CCC)C(=O)Nc1ccc2c(c1)N(C(=O)CCN1CCN(C)CC1)c1ccccc1CC2 | 0.7% | -4
COC(=O)CCCCCCCCCCN1CCCCC1 | 1.1% | -4
O=C(c1cnc2n(c1=O)CCS2)N1CCN(c2ccccc2F)CC1 | -1.4% | 6
CCNc1nc(C)c2cc(Br)c(=O)n(CC)c2n1 | 1.4% | 5
Cc1ccc(Cl)cc1NC(=S)N(CCCN1CCN(C)CC1)Cc1ccco1 | 0.9% | 6
N#Cc1nc(COc2ccc(Br)cc2)oc1N1CCCC1 | -4.8% | -7
Cc1ccc(N(CC(=O)NCCc2ccccc2)S(=O)(=O)c2c(C)noc2C)cc1 | 5.1% | -6
O=c1c2ccccc2nnn1CSc1nnnn1-c1ccccc1 | 2.5% | /
Cc1sc2nc(SCC(=O)Nc3c(C)n(C)n(-c4ccccc4)c3=O)n(C)c(=O)c2c1C | 3.7% | 8
CSc1nc(NCC(C)C)c2c3c(sc2n1)CN(C)CC3 | 6.4% | 6
Cc1ccc(-n2c(C)cc(C(=O)CSc3nnc4ccccn34)c2C)cc1 | 0.6% | -5
CCN(CC)S(=O)(=O)c1ccc(NC(=O)c2cccnc2Cl)c(NC(=O)c2cccnc2Cl)c1 | 1.2% | 10
COc1ccccc1CN1CCNC(=O)C1CC(=O)N(C)Cc1cnccn1 (configuration not stated) | -1.0% | 9
Cc1nc(NC(=O)CN(C)S(=O)(=O)c2ccc(Cl)cc2)sc1C | 6.6% | 3
CCn1ncc(Br)c1C(=O)Nc1ccc(F)c([N+](=O)[O-])c1 | -0.8% | -4
Cc1cccc(NCN2C(=O)c3ccccc3C2=O)c1 | -0.1% | 15
CC(=NCc1ccccc1)C1=C(O)COC1=O | 1.1% | 7
Cn1c(=O)c2c(SCC(=O)N3CCCc4ccccc43)nc(C3CC3)nc2n(C)c1=O | -4.6% | -4
O=C(N/N=C/c1ccccn1)c1ccc(Br)o1 | -3.6% | /
N#Cc1cnn2c(-c3ccc(Cl)cc3Cl)ccnc12 | -0.5% | 9
O=Cc1ccc(OCC(=O)Nc2ccccc2C(F)(F)F)cc1 | -1.2% | -2
COc1ccc(-c2cc(C(=O)NCCc3ccccc3)no2)cc1OC | 2.0% | /
COc1ccc(Cl)cc1NC(=O)CNc1ccc(F)cc1C | 1.9% | 5
Cc1nn(-c2ccccc2[N+](=O)[O-])c(=O)c2ccccc12 | -4.6% | /
CCOc1ccc(C(=O)Nc2c(C(N)=O)oc3ccccc23)cc1 | -0.1% | /
COc1ccc(NC(=O)C(=O)NCCN2CCN(C(=O)c3cccs3)CC2)cc1 | 5.4% | /
CC(C)c1ccc(/C=C2\SC(N3CCCC3)=NC2=O)cc1 | 6.2% | /
CCCc1nc2ccc(NC(=O)c3ccco3)cc2c(=O)n1Cc1ccc(Cl)cc1 | -2.8% | /
O=C1NC(c2ccccc2)=C(c2nc3ccccc3s2)C(c2ccc(F)cc2)N1 (configuration not stated) | -3.8% | /
CC1CCCC(C(=O)OCc2ccccc2)N1 (configuration not stated) | -3.5% | /
CCn1cnc2c1c(=O)n(CC(=O)NCC(F)(F)F)c(=O)n2Cc1ccccc1 | -1.1% | 0
CSc1nc(Oc2ccc(F)cc2)c2ccccc2n1 | -0.9% | 6
CCCCNC(=O)CSc1nnc(-c2c[nH]c3ccccc23)n1CC1CCCO1 (configuration not stated) | -3.5% | -2
Cc1cc(=O)n2nc(N3CCCC(C(=O)NC(C)c4ccccc4)C3)sc2n1 (configuration not stated) | -3.4% | /
Cc1ccc2c(c1)C(=O)C(=O)N2CCOc1ccccc1 | -7.7% | -5
O=C(Oc1cc(=O)oc2ccccc12)c1cccnc1Cl | 4.3% | -9
COc1ccc(S(=O)(=O)N2CCCC2C(=O)Nc2nccs2)cc1 (configuration not stated) | -1.5% | 7
S=c1[nH]nc(-c2cccnc2)n1C1CCCCC1 | 2.4% | -14
COc1ccc(C2N(Cc3ccccc3)CC(=O)N2/N=C(\C)c2ccccc2)cc1 (configuration not stated) | -4.0% | /
COc1ccccc1NS(=O)(=O)c1ccc2oc(=S)[nH]c2c1 | 12% | -2

High-throughput results deposited in PubChem by several laboratories.
